Bioassay records: PubChem BioAssay, several laboratories
PvdQ acylase – blocks Pseudomonas aeruginosa PvdQ acylase activity; purified PvdQ acylase, fluorescence plate reader; inhibition, % at 10 µM; 340,000 compounds, 0.063% hits; AID 488965; in the data active means inhibition above about 30%, passing the limit was not always enough;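 further: 0% = vehicle neutral wells and 100% = reference inhibitor wells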
SR-BI uptake up – enhances SR-BI lipid uptake from DiI-HDL | CHO ldlA[mSR-BI] cells, DiI-HDL uptake fluorescence, 3 h; 100 = double the neutral-control signal | activation, % at 12.5 µM | 320,000 compounds, 0.096% hits;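 active means mean replicate activation of at least 60% and every replicate at or above 60%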;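 further: 0% = median plate neutral-control signal and 100% = twice that signal; values of inactives mirror those of a sister screen read the other way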
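System: CHO ldlA[mSR-BI] cells / Medium: HEPES-buffered (25 mM, pH 7.4) F12 plus 0.5% BSA / Probe or stimulus: labelled HDL, 10 µg/mL / Doses: single compound concentration, delivered by pin transfer / Schedule: 3 h, 37 °C / Measured by: DiI fluorescence, bottom read / Measure: cell-associated DiI fluorescence as measure of HDL uptake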
PKA-R2B act – activates the human PKA-R2B holoenzyme complex; PKA-R2B holoenzyme dissociation, Cy5-IP20 fluorescence polarization; R2B truncated from residue 108, S112A mutant; 0% DMSO only, 100% 113 µM cGMP; activation, % at 11.4 µM; P22694+P31323; 340,000 compounds, 0.079% hits; AID 504700;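 active means activation above a cutoff set at the mean over all compounds plus 3 SD, cut at about 18% in these data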;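 further: higher means more holoenzyme dissociation and a rise in polarization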
Target sequence (P31323 whole entry, looked up, other chains not shown, the tested form may be a part): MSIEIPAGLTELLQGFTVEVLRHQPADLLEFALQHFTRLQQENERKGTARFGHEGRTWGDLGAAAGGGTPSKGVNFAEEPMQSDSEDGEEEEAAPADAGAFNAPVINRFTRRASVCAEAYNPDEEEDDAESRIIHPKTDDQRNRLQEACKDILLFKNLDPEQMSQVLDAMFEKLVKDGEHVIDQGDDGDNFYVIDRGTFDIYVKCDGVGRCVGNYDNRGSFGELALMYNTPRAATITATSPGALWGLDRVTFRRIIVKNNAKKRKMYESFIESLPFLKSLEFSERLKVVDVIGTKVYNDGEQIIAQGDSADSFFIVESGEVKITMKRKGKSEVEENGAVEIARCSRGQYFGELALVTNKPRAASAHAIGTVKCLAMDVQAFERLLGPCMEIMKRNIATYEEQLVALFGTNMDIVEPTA
LANA DNA inh – blocks KSHV LANA C-terminal domain binding to DNA; inhibition, % at 9 µM; 340,000 compounds, 0.078% hits; AID 504423; MBP-C-LANA/FAM-LBS DNA binding, fluorescence polarization;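 active means highest replicate inhibition at or above 60% at 9 µM, even if other replicates fall short; inactive means all replicates below 60% inhibition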;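 further: 0% = neutral control wells and 100% = 4 µM acridine orange control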
RTF Ca sens inh – cardiac RTF calcium desensitization | P19429+P45379 | IANBD-labeled cardiac RTF, Ca2+ fluorescence | inhibition, % at 7.15 µM | 340,000 compounds, 0.12% hits | AID 493244;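 active means inhibition above the mean inhibition of all tested compounds plus 3 SD, cut at about 17% in these data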;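 further: assay run at fixed EC70 calcium of 1.6 mM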
SR-BI DiI inh – inhibitors of mouse SR-BI mediated HDL lipid uptake; Q61009; ldlA[mSR-BI] CHO cells, DiI-HDL uptake fluorescence, 3 h; inhibition, % at 12.5 µM; 320,000 compounds, 0.96% hits;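 active means mean replicate inhibition of at least 70% and a set share of replicates each scoring 70 or more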;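 further: 0% = median of neutral control wells and 100% = median of positive control wells; values of inactives mirror those of a sister screen read the other way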
Target sequence (Q61009 whole entry, looked up): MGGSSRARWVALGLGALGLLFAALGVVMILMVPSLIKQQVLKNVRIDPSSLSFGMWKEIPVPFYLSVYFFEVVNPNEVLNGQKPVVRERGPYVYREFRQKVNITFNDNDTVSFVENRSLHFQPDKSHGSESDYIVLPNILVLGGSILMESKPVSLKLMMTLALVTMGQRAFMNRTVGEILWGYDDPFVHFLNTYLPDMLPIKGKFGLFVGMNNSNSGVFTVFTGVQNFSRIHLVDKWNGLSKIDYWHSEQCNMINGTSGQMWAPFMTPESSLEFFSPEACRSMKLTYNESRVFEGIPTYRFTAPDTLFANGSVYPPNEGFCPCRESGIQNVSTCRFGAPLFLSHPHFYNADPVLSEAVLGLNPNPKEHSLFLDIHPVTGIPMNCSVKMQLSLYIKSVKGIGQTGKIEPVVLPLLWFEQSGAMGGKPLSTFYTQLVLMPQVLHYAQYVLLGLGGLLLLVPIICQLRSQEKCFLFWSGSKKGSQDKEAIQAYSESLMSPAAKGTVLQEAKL
DAGLB inh – blocks human DAGLB lipase activity; HEK293T DAGLB membrane lysate, EnzChek fluorogenic substrate; 340,000 compounds, 0.059% hits; inhibition, % at 5.17 µM; Q8NCG7; in the data active means inhibition above about 34%;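 further: 0% = enzyme with vehicle and 100% = wells lacking enzyme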
Arrestin-AP2 inh – blocks beta-arrestin peptide binding to AP2 adaptin | FITC-arrestin peptide / GST-AP2 beads, flow cytometry; AP2 beta2 appendage carries R879A mutation | inhibition, % at 10 µM | 340,000 compounds, 0.31% hits | AID 504490;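 active means inhibition above a set limit, near 3 SD of compounds lacking own fluorescence, cut at about 54% in these data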;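 further: plate controls were DMSO wells for no effect and 5 µM unlabelled arrestin peptide for full effect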
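System: GST-AP2 R879A glutathione beads. Medium: PBS with 0.05% Tween 20 and 0.1% BSA. Also added: FITC-arrestin peptide, 50 nM. Incubation: 12 min plus 1 h, RT. Measured by: high-throughput flow cytometry of beads, ex 488, em 535 nm. Evaluation: percent drop in bead-associated FITC signal.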
Keap1-Nrf2 PPI – inhibitors of human Keap1-Nrf2 protein-protein interaction; Keap1 Kelch-Nrf2 peptide fluorescence polarization, 1536-well; inhibition, % at 9.4 µM; 340,000 compounds, 0.15% hits; in the data active means inhibition above about 12%;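 further: human Keap1 Kelch domain with fluorescein labeled Nrf2 9mer peptide probe; 0% = neutral control wells and 100% = peptide positive control; higher means more block of Keap1 binding to Nrf2 peptide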
NSD2 HMT inh – NSD2 (human) methyltransferase inhibition; O96028; NSD2 peptide methylation, AlphaScreen, 120 min; inhibition, % at 12.5 µM; 310,000 compounds, 0.54% hits; AID 743445; in the data active means inhibition above about 50%
An asterisk follows results filed as active; . = not tested or not shown.

SMILES	PvdQ acylase	SR-BI uptake up	PKA-R2B act	LANA DNA inh	RTF Ca sens inh	SR-BI DiI inh	DAGLB inh	Arrestin-AP2 inh	Keap1-Nrf2 PPI	NSD2 HMT inh
CCCOc1ccc(Oc2cc(C)nc(SC)n2)nn1	-2	12	-13	1.2	-3	-12	2	-6	7	-1
CCOC(=O)C1C(=O)NCC1c1ccccc1 (configuration not stated)	-1	37	9	2.7	3	-37	-1	1	-3	1
CCc1ccc(N=C2NC(=O)/C(=C/c3cc(Br)c(OCC(=O)O)c(OC)c3)S2)cc1	0	-1	-2	-0.5	-1	1	12	25	-3	11
COc1cc2nc(SCC(N)=O)n(CCC3=CCCCC3)c(=O)c2cc1OC	-14	-5	-6	-0.9	-6	5	-1	5	-5	.
CCc1noc(C)c1C(=O)NCCc1ccc(OC)c(OC)c1	-4	17	-10	0.6	-3	-17	-2	-2	1	-2
Cc1ccc(-c2nnc(SCCC(=O)N3CCOCC3)o2)cc1	4	5	-14	-1.1	1	-5	2	15	-6	-6
CCOc1ccc(NC(=O)C[n+]2ccc(N(C)C)cc2)cc1	-13	21	-9	0.7	5	-21	4	0	4	-1
CC(C)OCCCNC(=O)C1CCC(CNS(=O)(=O)c2ccc(Cl)cc2)CC1 (configuration not stated)	2	-8	5	0.5	-4	8	-2	-6	4	-2
O=C(CSc1ncn(-c2ccccc2)n1)N1CCc2ccccc21	-7	26	3	-2.6	0	-26	1	-7	-4	-2
COc1ccc(S(=O)(=O)NC(C)C(=O)Nc2ccccc2)cc1Cl (configuration not stated)	13	4	1	-1.6	3	-4	1	2	-6	-2
COc1ccc(N=Cc2ccc(CNS(=O)(=O)c3ccc(Cl)cc3)o2)cc1	-4	22	-12	-0.4	2	-22	0	4	0	1
CC(C)(C)NC(=O)C(c1ccccn1)N(C(=O)C1CSC(=O)C1)c1ccc(F)cc1 (configuration not stated)	-16	11	-1	0.0	5	-11	4	-4	-2	3
CC(C)(C)C(=O)N1CCN(S(=O)(=O)c2ccc3c(c2)OCCCO3)CC1	-4	7	-10	1.0	-3	-7	-1	-4	6	-2
CCN(C(=O)c1cn(C)c(=O)c2cc(OC)c(OC)cc12)c1cc(C)ccc1C	-13	15	-3	-1.2	3	-15	2	3	-3	.
O=C(NCc1ccccc1Cl)C1CCCN1C(=O)Nc1ccccc1 (configuration not stated)	-19	2	8	1.0	-7	-2	0	4	-2	-6
O=C(/C=C/c1ccc2c(c1)OCO2)N1CCN(c2n[nH]c(=O)[nH]c2=O)CC1	-2	.	-4	0.6	-8	.	1	-8	0	3
CC(C)(C)C(=O)CSc1ncnc2sc3c(c12)CCC3	-9	-43	-5	0.4	0	43	-7	9	0	-1
CCN1C(=O)CC(NNC(=O)c2ccc(Cl)cc2)C1=O (configuration not stated)	2	45	-1	2.4	-3	-45	1	19	4	-1
COc1cccc(/C=N/NC(N)=S)c1OCc1ccccc1Cl	4	-68	-5	-0.2	-8	68	-3	1	-1	2
Cc1ccc(C(=O)Nc2nc(=O)n(C)s2)cc1	-6	34	-15	-1.1	-5	-34	-1	-1	2	0
CCOC(=O)/C(C(N)=NCc1ccco1)=C(/O)c1ccccc1	2	25	-8	-0.6	4	-25	-2	-5	2	3
CCOC(=O)c1c(C)[nH]c(C(=O)N2CCN(C(=O)OCC)CC2)c1C	1	1	-3	0.2	7	-1	0	-15	5	1
Cc1cccn2c(CNCC(C)Oc3cccnc3)c(C(=O)N3CCOCC3)nc12 (configuration not stated)	-12	.	-9	-1.2	-7	.	0	-7	-2	-1
O=C(/C=C/Nc1ccc(F)c(F)c1)c1ccc(Br)cc1	3	-11	-6	3.6	7	11	-5	-6	3	2
CCNC(=S)N1CCC(c2nc3ccccc3s2)CC1	-1	-2	-11	-1.6	-1	2	-3	-8	1	0
COc1ccccc1C(=O)C1CCCN(C(=O)CCC(=O)c2ccccc2)C1 (configuration not stated)	5	8	7	-2.1	-3	-8	-5	-38	-1	-6
O=C(NCCCCNC(=O)c1ccccc1F)c1ccccc1F	-7	-75	0	-2.0	-6	75*	-1	1	-2	-3
Cc1cc(C)c2oc(=O)cc(CN3CCCCC3)c2c1	10	-3	7	-0.5	1	3	-4	3	-4	-2
Cc1cc(CSc2ccc(Cl)cc2)ccc1N	-14	8	-8	0.1	-1	-8	-1	7	-2	1
CCc1c(C)sc(NC(=O)c2cc(CC(C)C)on2)c1C#N	-11	-22	-4	-1.6	1	22	-20	-1	-5	.
O=[N+]([O-])c1ccc(N2CCCC2)nc1N1CCCC1	-4	.	6	0.0	4	.	0	3	-6	37
COCCCn1cc(C(=O)c2ccccc2OCC(=O)Nc2cccc(F)c2)cc(C#N)c1=O	-12	4	-9	0.0	1	-4	-1	-15	-3	2
COc1ccc(/C=N/NC(=O)c2ccc[nH]2)cc1	-12	2	-8	-1.0	7	-2	0	-7	0	5
CCOC(=O)C1=C(N)OC2=C(C(=O)CC(C)(C)C2)C1c1ccc(CC)s1 (configuration not stated)	-4	-4	-1	0.0	8	4	-5	-4	-4	0
NC(=O)c1ccc(CN2CCC(Cc3ccccc3)CC2)cc1	-14	5	-3	-1.3	-1	-5	-2	-13	0	-2
CC(C(=O)NC(C)(C)C)N(C(=O)CS(=O)CC(=O)Nc1ccc(F)cc1)c1ccccc1F (configuration not stated)	-9	.	-4	0.5	-9	.	-3	-7	2	0
Cc1cc(Br)c(S(=O)(=O)NCCN2CCOCC2)cc1C	-10	31	-10	-0.3	-6	-31	0	-4	0	-11
O=C(c1cccc(N2CCCC2=O)c1)N1CCN(c2ccc(F)cc2)CC1	-6	24	0	3.0	-7	-24	0	-8	0	0
Cc1ccc2cc(CN(CC3CCCO3)S(=O)(=O)c3c(C)ccc4nsnc34)c(=O)[nH]c2c1 (configuration not stated)	2	10	5	-1.3	-5	-10	2	1	0	2
O=C(NCC1CCCCC1)c1ccc(F)c(S(=O)(=O)N2CCOCC2)c1	1	0	-12	-0.6	6	0	0	-1	0	.
Cc1cc2oc(C(=O)NC3CCS(=O)(=O)C3)cc(=O)c2cc1C (configuration not stated)	-12	-13	-5	-1.9	-2	13	-2	7	-6	3
O=C(CSc1nnc(CN2CCOCC2)n1-c1ccccc1)N1CCc2ccccc21	-12	7	-1	2.0	-3	-7	0	0	2	1
FC(F)(F)COc1nc(OCC(F)(F)F)nc(N2CCN(c3ccccc3)CC2)n1	-17	-57	-8	-1.2	-5	57	-14	0	-3	.
CC(NS(=O)(=O)c1ccc(Cl)c(Cl)c1)C(=O)OCC(=O)N1CCCCCC1 (configuration not stated)	-5	6	-1	0.6	-9	-6	0	24	3	-1
COc1ccc(OCC(=O)O/N=C(\N)Cc2ccc(Cl)cc2)cc1	11	25	1	0.1	-10	-25	-6	9	-2	7
O=C(C1CCN(S(=O)(=O)c2cccnc2)CC1)N1CCN(c2ccccc2Cl)CC1	-8	-15	1	0.5	3	15	0	-10	-1	0
COc1ccc(N(C(=O)c2ccc(S(=O)(=O)N3CCCC3)cc2)C2C=CS(=O)(=O)C2)cc1 (configuration not stated)	-12	21	-2	-1.5	-4	-21	1	-8	-2	-1
CCc1c(-c2n[nH]c(=S)n2Cc2ccccc2)csc1C	-12	-51	-11	0.5	-9	51	0	-18	4	3
CCN(CC)S(=O)(=O)c1cc(C(=O)OCC(=O)Nc2ccc(-c3nc4ccc(C)cc4s3)cc2)ccc1F	-4	-23	-7	-0.3	-5	23	2	-11	2	-1
Cc1ccc(C(=O)OCC(=O)Nc2ccc(N(C)C)cc2)cc1NC(=O)c1ccco1	-12	-31	0	-1.5	-1	31	5	8	-4	0
Cc1ccc(C(=O)NC(=S)Nc2cc(-c3nc4ccccc4s3)ccc2C)cc1	-14	2	-6	1.9	-4	-2	-5	-1	0	-2
O=C(O)CSCc1ccc(Cl)cc1	4	16	-2	-1.1	-6	-16	3	16	1	-5
O=C1CCC([N+](=O)[O-])C(c2cccc(Cl)c2Cl)N1 (configuration not stated)	9	20	-4	0.4	2	-20	-4	25	1	.
O=c1cc(-c2ccccc2)nc2cc(-c3ccc(F)cc3)[nH]n12	-10	-4	1	1.5	-7	4	10	0	-4	-1
COC(=O)c1c(-c2ccccc2OC)sc2ccc(OC)cc12	-6	1	5	1.4	-7	-1	-5	-4	5	.
CSC1=N/C(=C\c2ccc(Cl)cc2)C(=O)N1N(C)C	-11	-14	3	1.0	-6	14	-7	16	-3	0
CC(C)C12CN(C(=O)c3ccccc3[N+](=O)[O-])CC(C(C)C)(CN(C(=O)c3ccccc3[N+](=O)[O-])C1)C2=O	-11	6	-6	3.5	-7	-6	0	-3	-5	1
O=C(Nc1cc2c3c(c1)C1CCCC1CN3CC1CCCC21)c1ccccc1 (configuration not stated)	-9	-80	-6	-2.5	-3	80*	7	9	-2	18
CC(C)(C)NCC(O)COc1ccccc1C(C)(C)C (configuration not stated)	-14	-4	7	1.0	-1	4	-3	8	-2	2
CSc1ncccc1C(=O)OCC(=O)Nc1cccc(S(=O)(=O)N2CCOCC2)c1	-13	-10	-7	1.7	-8	10	-3	-9	0	-2

Following part.
SMILES	PvdQ acylase	SR-BI uptake up	PKA-R2B act	LANA DNA inh	RTF Ca sens inh	SR-BI DiI inh	DAGLB inh	Arrestin-AP2 inh	Keap1-Nrf2 PPI	NSD2 HMT inh
COc1ccccc1NC(=O)N1CCN(c2cccc(C(F)(F)F)c2)CC1	-4	-21	-6	1.5	-1	21	-4	2	0	-3
COc1ccccc1/C=C/C(=O)NCCC1=CCCCC1	-9	-24	4	0.0	-8	24	-4	3	-7	1
Nc1ncnc2c1CCC2	-14	-3	1	-2.2	5	3	1	4	-1	0
COc1ccc(-n2nc(C(=O)NCCCN3CCCC3=O)c3c4ccccc4n(C)c3c2=O)cc1Cl	-5	15	-1	1.1	3	-15	0	-4	-3	-3
CCOC(=O)C1CCN(C(=O)CSc2nc3ncccc3[nH]2)CC1	-15	.	0	0.2	-4	.	-1	-1	-8	-1
C/C(=N\NC(=O)c1cccc(S(=O)(=O)N2CCCC2)c1)c1ccncc1	-21	7	6	-1.4	-8	-7	0	5	-5	-2

Hits appear at their usual frequency (roughly 2.1% active in at least one column).
